IDH1 R132H inh = IDH1 R132H (human) inhibition; inhibition, % at 10 µM; IDH1 R132H reductase, diaphorase/resazurin fluorescence, 60 min; 70,000 tested, 0.18% active; O75874; in the data active = inhibition above about 34%; inconclusive = no clear call, values can overlap the other calls; inactive = below about 11%;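 note: 0% = DMSO and 100% = no enzyme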
PRC2 inh = EZH2 (human) methyltransferase inhibition; 57,000 tested, 0.35% active; Q15910; PRC2 H3K27 methylation, DELFIA TRF, 1 h; inhibition, % at 12.5 µM;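 active = mean inhibition of replicates at least 50% and every single replicate also reaching 50%; inconclusive = mean inhibition at least 50% but some replicate falls below 50%; inactive = mean inhibition under 50%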;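 note: dimethyl H3K27 on biotinylated H3 21-44 peptide detected by antibody; plate controls were median neutral control wells for no effect and median positive control wells for full effect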
Target sequence (Q15910 whole entry, looked up): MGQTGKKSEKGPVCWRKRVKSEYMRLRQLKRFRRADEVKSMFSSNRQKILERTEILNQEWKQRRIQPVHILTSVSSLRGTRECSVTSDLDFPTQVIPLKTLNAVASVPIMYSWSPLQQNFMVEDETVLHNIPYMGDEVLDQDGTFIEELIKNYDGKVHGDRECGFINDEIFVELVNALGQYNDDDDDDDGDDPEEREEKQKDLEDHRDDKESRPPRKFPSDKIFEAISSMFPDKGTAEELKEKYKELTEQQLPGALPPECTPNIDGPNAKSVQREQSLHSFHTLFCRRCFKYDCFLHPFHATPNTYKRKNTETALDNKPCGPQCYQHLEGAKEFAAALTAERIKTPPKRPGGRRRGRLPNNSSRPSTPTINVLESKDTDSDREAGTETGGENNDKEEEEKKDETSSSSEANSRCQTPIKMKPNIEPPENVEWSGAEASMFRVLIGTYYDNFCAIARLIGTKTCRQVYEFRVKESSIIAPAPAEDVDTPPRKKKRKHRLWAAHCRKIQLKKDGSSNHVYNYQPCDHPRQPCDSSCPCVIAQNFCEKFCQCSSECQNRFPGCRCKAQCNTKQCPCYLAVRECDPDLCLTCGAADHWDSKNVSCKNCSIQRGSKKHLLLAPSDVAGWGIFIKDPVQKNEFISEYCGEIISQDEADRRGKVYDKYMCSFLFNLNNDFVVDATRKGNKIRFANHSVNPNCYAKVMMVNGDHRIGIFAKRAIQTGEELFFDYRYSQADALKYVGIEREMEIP
* marks the source's active call; other numbers are inactive results; ? = inconclusive; / = not tested or not shown. An excerpt; rates above refer to the full screens.

SMILES | IDH1 R132H inh | PRC2 inh
CN(C)CCCNc1ncnc2c1sc1nc(N3CCOCC3)c3c(c12)CCC3 | -0.7 | -5.6
C[C@H](CO)N1C[C@H](C)[C@@H](CN(C)S(=O)(=O)c2ccc(Cl)cc2)Oc2ccc(NS(=O)(=O)c3ccc(F)cc3)cc2C1=O | 4.9 | /
O=C(CCN1CCCCC1)NCC[C@H]1CC[C@@H](NC(=O)C2CCCC2)[C@@H](CO)O1 | 0.3 | -0.4
C[C@H]1CN([C@@H](C)CO)C(=O)c2cc(C#CCN(C)C)cnc2O[C@H]1CN(C)C(=O)CCN1CCCCC1 | 0.1 | /
CCC(=O)N(C)C[C@H]1Oc2cc(-c3ccc(F)cc3)ccc2S(=O)(=O)N([C@@H](C)CO)C[C@H]1C | -0.4 | /
COc1ccc(NC(=O)Nc2cccc3c2O[C@H](CN(C)S(C)(=O)=O)[C@@H](C)CN([C@@H](C)CO)C3=O)cc1 | 0.6 | /
COCCNC(=O)C[C@@H]1CC[C@H](NC(=O)NC2CCCCC2)[C@@H](CO)O1 | 0.4 | 2.7
CCCNC(=O)Nc1ccc2c(c1)C(=O)N(C)C[C@@H](OC)[C@H](C)CN(C(=O)C1CCC1)[C@@H](C)CO2 | 0.4 | 8.9
CCC(=O)N(C)C[C@@H]1Oc2cc(C#CC(C)C)ccc2S(=O)(=O)N([C@@H](C)CO)C[C@H]1C | 0.0 | 1.8
Cc1noc(C)c1NC(=O)N(C)C[C@H]1Oc2cc(C#CCC(C)C)ccc2S(=O)(=O)N([C@H](C)CO)C[C@@H]1C | -0.5 | /
Cc1cc(C(=O)Nc2cccc3c2O[C@H](CN(C)S(=O)(=O)c2cccs2)[C@H](C)CN([C@H](C)CO)C3=O)n(C)n1 | -2.2 | /
C[C@@H]1CN([C@@H](C)CO)S(=O)(=O)c2ccc(-c3ccccc3)cc2O[C@H]1CN(C)C | -1.8 | 3.8
CCN(CC)CCCC(C)Nc1c2ccc(Cl)cc2nc2ccc(OC)cc12 (stereo unspecified) | -0.6 | /
CC(NS(=O)(=O)c1cc(Cl)ccc1Cl)C(=O)Nc1ccccc1 (stereo unspecified) | 0.2 | 12.0
CO[C@@H]1CN(C)C(=O)c2cc(NC(=O)c3ccc(F)cc3)ccc2OC[C@H](C)N(C(=O)CN(C)C)C[C@@H]1C | -0.1 | 1.9

At a glance, 2 of the compounds above:
SMILES | IDH1 R132H inh | PRC2 inh
O=C(CCN1CCCCC1)NCC[C@H]1CC[C@@H](NC(=O)C2CCCC2)[C@@H](CO)O1 | 0.3 | -0.4
C[C@H]1CN([C@@H](C)CO)C(=O)c2cc(C#CCN(C)C)cnc2O[C@H]1CN(C)C(=O)CCN1CCCCC1 | 0.1 | /

4 compounds drawn at random from the list so far, as already listed:
SMILES | IDH1 R132H inh | PRC2 inh
CN(C)CCCNc1ncnc2c1sc1nc(N3CCOCC3)c3c(c12)CCC3 | -0.7 | -5.6
CCC(=O)N(C)C[C@@H]1Oc2cc(C#CC(C)C)ccc2S(=O)(=O)N([C@@H](C)CO)C[C@H]1C | 0.0 | 1.8
C[C@@H]1CN([C@@H](C)CO)S(=O)(=O)c2ccc(-c3ccccc3)cc2O[C@H]1CN(C)C | -1.8 | 3.8
O=C(CCN1CCCCC1)NCC[C@H]1CC[C@@H](NC(=O)C2CCCC2)[C@@H](CO)O1 | 0.3 | -0.4

(cont.)
SMILES | IDH1 R132H inh | PRC2 inh
O=[N+]([O-])c1ccccc1CN1CCN(CCO)CC1 | 0.7 | 6.9
C[C@@H]1CN([C@H](C)CO)C(=O)c2cc(C#CCN(C)C)cnc2O[C@H]1CN(C)Cc1ccccc1 | -1.4 | -9.9
C[C@@H]1CN([C@H](C)CO)S(=O)(=O)c2ccc(C3=CCCC3)cc2O[C@@H]1CN(C)S(C)(=O)=O | 1.1 | -4.9
C[C@H]1CN([C@@H](C)CO)C(=O)Cc2cc(NS(=O)(=O)c3cccs3)ccc2O[C@H]1CN(C)S(C)(=O)=O | 0.3 | /
C[C@@H]1CN([C@H](C)CO)C(=O)c2cccc(NS(=O)(=O)c3ccccc3)c2O[C@@H]1CN(C)C(=O)NC1CCCCC1 | -1.1 | 5.0
C[C@@H]1CN([C@H](C)CO)C(=O)CCCn2nncc2CO[C@@H]1CN(C)Cc1ccc(-c2ccccc2)cc1 | / | -11.7
COc1ccc(S(=O)(=O)Nc2ccc3c(c2)CC(=O)N([C@@H](C)CO)C[C@H](C)[C@H](CN(C)C(=O)Nc2ccc4c(c2)OCO4)O3)cc1 | 0.2 | /
C[C@@H](O)C#Cc1cnc2c(c1)C(=O)N([C@@H](C)CO)C[C@H](C)[C@@H](CN(C)C(=O)c1ccc(F)cc1)O2 | 2.8 | 7.6
C[C@@H]1CN([C@@H](C)CO)C(=O)c2cccc(NC(=O)C3CCOCC3)c2O[C@@H]1CN(C)C(=O)Nc1cccc2ccccc12 | -1.8 | -4.3
O=C(CN1C(=O)c2ccccc2C1=O)Nc1ccc2c(c1)C(=O)NC2=O | 5.6 | /
CCCNC(=O)Nc1ccc2c(c1)OC[C@H](C)N(C(=O)C1CCOCC1)C[C@@H](C)[C@@H](OC)CN(C)C2=O | -0.9 | 7.5
Cc1noc(C)c1NC(=O)Nc1ccc2c(c1)C(=O)N([C@H](C)CO)C[C@@H](C)[C@@H](CN(C)S(=O)(=O)c1ccccc1)O2 | 4.2 | /
CC(C)NC(=O)N(C)C[C@H]1Oc2ccc(NS(=O)(=O)c3ccc(F)cc3)cc2CC(=O)N([C@@H](C)CO)C[C@H]1C | -0.8 | -2.1
O=C(N[C@@H]1CC[C@@H](CCNS(=O)(=O)c2ccc(F)cc2)O[C@@H]1CO)C1CCCC1 | 0.2 | -6.0
Cc1cccc(C)c1NC(=O)CSc1nc(O)cc(=O)[nH]1 | 0.5 | -7.5
CO[C@H]1CN(C)C(=O)c2cc(NC(=O)C3CCC3)ccc2OC[C@@H](C)N(Cc2ccncc2)C[C@H]1C | 0.0 | 0.2
C[C@H]1CCCCO[C@@H](CN(C)C(=O)Nc2ccc3c(c2)OCO3)[C@@H](C)CN([C@@H](C)CO)C(=O)c2cc(NC(=O)Nc3ccc(C(F)(F)F)cc3)ccc2O1 | 6.0 | /
C[C@H](CO)N1C[C@H](C)[C@H](CN(C)CC2CC2)Oc2cc(C#Cc3cccc(F)c3)ccc2S1(=O)=O | -2.5 | -25.6
C[C@@H]1CN([C@@H](C)CO)C(=O)c2cc(NC(=O)Cc3cn(C)c4ccccc34)ccc2O[C@@H]1CN(C)Cc1ccc(Oc2ccccc2)cc1 | 0.2 | /
Cc1cc(C(=O)Nc2cccc3c2O[C@H](CN(C)C(=O)Nc2ccccc2)[C@@H](C)CN([C@H](C)CO)C3=O)n(C)n1 | 0.0 | -10.5
C[C@H](CO)N1C[C@H](C)[C@H](CN(C)Cc2ccc(C(=O)O)cc2)Oc2cc(C#CCC3CCCC3)ccc2S1(=O)=O | -0.3 | /
COc1ccc(S(=O)(=O)N[C@@H]2C=C[C@H](CC(=O)NCCc3ccccc3)O[C@H]2CO)cc1 | -0.1 | 7.8
C[C@H](CO)N1C[C@H](C)[C@@H](CN(C)S(=O)(=O)c2ccc(F)cc2)Oc2c(NS(C)(=O)=O)cccc2C1=O | 0.5 | /
N#Cc1ccccc1CSc1nnc(Cc2cccc3ccccc23)n1-c1ccccc1 | 0.2 | 26.1
CC1CNCCN1S(=O)(=O)c1cccc2cnccc12 (stereo unspecified) | 0.2 | /
CO[C@@H]1CN(C)C(=O)c2cc(NC(C)=O)ccc2OC[C@H](C)N(Cc2ccccc2F)C[C@@H]1C | -0.2 | 10.1
C[C@H]1CN([C@@H](C)CO)C(=O)Cc2cc(N(C)C)ccc2O[C@@H]1CN(C)S(=O)(=O)c1cccs1 | -1.1 | -1.2
C[C@H]1CN([C@@H](C)CO)C(=O)c2cc(-c3ccccc3F)cnc2O[C@@H]1CN(C)Cc1ccccc1 | 0.6 | -5.8
Cc1nnc(SCC(=O)Nc2ccc(C#N)cc2)s1 | -0.1 | -6.8
C[C@@H]1CCCCO[C@H](CN(C)C(=O)CCC(F)(F)F)[C@@H](C)CN([C@H](C)CO)C(=O)c2cc(NC(=O)CCC(F)(F)F)ccc2O1 | 2.9 | /
C[C@@H]1CCCCO[C@@H](CN(C)C(=O)Nc2cccc3ccccc23)[C@H](C)CN([C@@H](C)CO)C(=O)c2cc(NC(=O)Nc3ccccc3)ccc2O1 | 1.8 | /
COC(=O)CN(c1ccc(OC)c(OC)c1)S(C)(=O)=O | 0.0 | -12.4
CCS(=O)(=O)NCC[C@@H]1CC[C@@H](NS(=O)(=O)c2cccc(Cl)c2)[C@H](CO)O1 | -0.3 | -25.0
CCOC(=O)c1ccc(NC(=O)CSc2nc3cc4ccccc4cc3[nH]2)cc1 | 0.3 | 8.5
C[C@@H]1CN([C@@H](C)CO)C(=O)c2cc(NC(=O)Nc3ccc(F)cc3)ccc2O[C@@H](C)CCCCO[C@H]1CN(C)S(=O)(=O)c1cccs1 | -0.8 | /
COc1ccc(CN(C)C[C@@H]2Oc3ccc(NC(=O)Cc4cn(C)c5ccccc45)cc3C(=O)N([C@@H](C)CO)C[C@@H]2C)cc1 | -17.7 | -13.4
CCCc1cc(=O)[nH]c(Nc2nc(C)c3ccc(OC)cc3n2)n1 | 0.2 | -0.2
C[C@@H]1CN([C@@H](C)CO)C(=O)Cc2cc(NC(=O)c3ccncc3)ccc2O[C@@H]1CN(C)Cc1ccc(Cl)c(Cl)c1 | 1.2 | -1.5
CC(=O)N=c1sc(S(N)(=O)=O)nn1C | 0.0 | -4.8
CO[C@H]1CN(C)C(=O)c2ccc(NC(=O)Nc3cccc(F)c3)cc2OC[C@@H](C)N(C(=O)C2CC2)C[C@@H]1C | -0.1 | -2.7
Cc1noc(C)c1NC(=O)Nc1ccc2c(c1)CC(=O)N([C@@H](C)CO)C[C@@H](C)[C@H](CN(C)Cc1ccncc1)O2 | 22.4 | 3.8
CC(C)NC(=O)N(C)C[C@H]1Oc2ncc(C#Cc3ccc(F)cc3)cc2C(=O)N([C@H](C)CO)C[C@@H]1C | -2.2 | -1.2
C[C@@H]1CN([C@H](C)CO)S(=O)(=O)c2ccc(-c3ccncc3)cc2O[C@H]1CN(C)C(=O)CC1CC1 | 4.2 | -0.4
C[C@@H]1CN([C@H](C)CO)S(=O)(=O)c2ccc(/C=C/c3ccccc3)cc2O[C@H]1CN(C)C(=O)Nc1cccc(F)c1 | -0.3 | /
C[C@H](CO)N1C[C@H](C)[C@@H](CN(C)C(=O)Nc2ccc(C(F)(F)F)cc2)Oc2c(NC(=O)Nc3ccccc3)cccc2C1=O | 3.5 | /
C[C@H](CO)N1C[C@H](C)[C@@H](CN(C)Cc2cccc(C(=O)O)c2)Oc2cc(C#CCC3CCCC3)ccc2S1(=O)=O | 19.1 | ?
C[C@@H]1CN([C@H](C)CO)C(=O)c2cc(C3=CCCC3)cnc2O[C@@H]1CN(C)Cc1cccc(F)c1 | -0.4 | /
O=C(O)CCC(=O)N1N=C(c2c(-c3ccccc3)c3cc(Cl)ccc3[nH]c2=O)CC1c1ccccn1 (stereo unspecified) | 5.7 | /
C[C@@H]1CCCCO[C@@H](CN(C)C(=O)Nc2ccccc2)[C@@H](C)CN([C@H](C)CO)C(=O)c2cc(NC(=O)C3CCCCC3)ccc2O1 | 0.7 | /
Cc1noc(C)c1NC(=O)N[C@@H]1C=C[C@@H](CC(=O)NCc2ccc(Cl)c(Cl)c2)O[C@H]1CO | 0.0 | 9.4
Cc1noc(C)c1S(=O)(=O)Nc1ccc2c(c1)C(=O)N([C@H](C)CO)C[C@H](C)[C@@H](CN(C)S(=O)(=O)c1c(C)noc1C)OCCCC[C@@H](C)O2 | 1.8 | /
C[C@@H]1CN([C@H](C)CO)C(=O)c2cc(/C=C/c3ccccc3)cnc2O[C@H]1CN(C)C(=O)c1ccc(F)cc1 | 0.7 | -11.2
C[C@H](CO)N1C[C@H](C)[C@@H](CN(C)C(=O)Cc2cccnc2)Oc2ncc(C#CC3(O)CCCC3)cc2C1=O | 2.2 | 3.0
C[C@@H]1CN([C@@H](C)CO)S(=O)(=O)c2ccc(Br)cc2O[C@@H]1CN(C)Cc1ccncc1 | 16.0 | 11.5
CNC[C@H]1Oc2ccc(NS(=O)(=O)c3ccc(C)cc3)cc2C(=O)N([C@@H](C)CO)C[C@@H]1C | 2.8 | /
COc1ccc(OC)c(C(=O)CSc2nnc(-c3ccccn3)n2-c2ccc(C)cc2)c1 | 0.0 | -3.8
Cc1noc(C)c1NC(=O)Nc1ccc2c(c1)C(=O)N([C@H](C)CO)C[C@H](C)[C@@H](CN(C)C(=O)NC1CCCCC1)OCCCC[C@H](C)O2 | 4.4 | /
Cc1noc(C)c1NC(=O)N(C)C[C@@H]1OCCCC[C@H](C)Oc2ccc(N(C)C)cc2C(=O)N([C@@H](C)CO)C[C@@H]1C | -0.4 | 1.3
Cc1cccc(OCCCn2c(CO)nc3ccccc32)c1 | 2.1 | 11.4
C[C@@H]1CN([C@H](C)CO)C(=O)c2cc(C#C[C@@H](C)O)cnc2O[C@@H]1CN(C)CC1CCOCC1 | 1.9 | -6.2
Continuation.
SMILES | IDH1 R132H inh | PRC2 inh
CO[C@H]1CN(C)C(=O)c2cc(NC(=O)Nc3cccc(F)c3)ccc2OC[C@H](C)N(C(C)=O)C[C@@H]1C | 0.2 | -10.9
CC(C)NC(=O)Nc1ccc2c(c1)C(=O)N([C@@H](C)CO)C[C@H](C)[C@@H](CN(C)C(=O)Nc1ccc3c(c1)OCO3)OCCCC[C@H](C)O2 | 4.4 | /
COc1c(O[C@@H]2O[C@H](C(=O)O)[C@@H](O)[C@H](O)[C@H]2O)cc2oc(-c3ccccc3)cc(=O)c2c1O | -0.8 | 7.0
C[C@@H]1CN([C@H](C)CO)C(=O)c2cc(C#Cc3cccc(F)c3)cnc2O[C@H]1CN(C)C(=O)C1CCCCC1 | 0.0 | -46.4
Cc1ccc(CN(CC(N)=O)S(=O)(=O)c2ccc(Cl)cc2)cc1 | -0.9 | 8.5

Compound activity: PubChem, Broad Institute
